SENP7 block – blocks the human protease SENP7; Q9BQF6; recombinant SENP7, Z-RLRGG-aminoluciferin luminescence, 40 min; inhibition, % at 5 µM; 330,000 compounds, 1.5% hits;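 active = inhibition above about 50% at the single test dose, limit read from the data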;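 also: plate controls were DMSO with enzyme for no effect and no enzyme buffer wells for full effect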
SENP1 FRET inh – inhibitors of human SENP1 SUMO protease catalytic domain; Q9P0U3; recombinant SENP1 catalytic domain, CyPet-SUMO1-YPet FRET cleavage; 360,000 compounds, 0.21% hits; AID 624204; inhibition, % at 10 µM;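 active = inhibition at least 30% at 10 µM, raw YFP signal under a set limit, fluorescence ratio 0.5 to 1.5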;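 also: 0% = enzyme with DMSO and 100% = no enzyme wells; some results filed as inactive read as strong as hits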
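Material – human SENP1 catalytic domain · Input – SENP1 enzyme, 20 pM final · Compound dosing – single concentration of 10 µM compound, 0.5% DMSO final · Timing – enzyme reaction for 50 min at room temperature, dark · Measured by – FRET fluorescence in CFP and YFP emission channels · Control set – no-enzyme wells low, DMSO-plus-enzyme wells high control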
SENP6 block – inhibitors of human SENP6 protease | 330,000 compounds, 1.8% hits | Recombinant SENP6 catalytic domain, aminoluciferin luminescence | inhibition, % at 10 µM | Q9GZR1;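 active = inhibition above about 50% at the single tested dose, limit read from the data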;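 also: plate controls were DMSO wells with enzyme for no effect and DMSO wells lacking enzyme for full effect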
SENP8 block-1 – blocks human SENP8 cleavage of Nedd8 substrate | Q96LD8 | recombinant SENP8, Nedd8 substrate fluorescence | inhibition, % at 20 µM | 360,000 compounds, 0.64% hits | AID 602440; in the data active = inhibition mostly above about 40%, no sharp cut-off; inactive = mostly below about 27%
SENP8 block-2 – inhibitors of human SENP8 protease. AID 2540. purified SENP8, Z-RLRGG-aminoluciferin cleavage, luminescence. inhibition, % at 10 µM. 330,000 compounds, 1.2% hits. Q96LD8; in the data active = inhibition above about 50%
UBC13 inh – inhibitors of human UBC13 polyubiquitin chain formation; TR-FRET; inhibition, % at 20 µM; 330,000 compounds, 0.47% hits; P61088; AID 485273; in the data active = inhibition above about 45%, passing the limit was not always enough
A3G deaminase – APOBEC3G (human) deaminase inhibition. AID 493012. Q9HC16. recombinant A3G, ssDNA deamination FAM/TAMRA fluorescence. 330,000 compounds, 0.28% hits. inhibition, % at 20 µM;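 active = inhibition of at least 40% at 20 µM, with no more than 30% in the related APOBEC3A deaminase screen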;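 also: plate controls were DMSO wells with A3G for no effect and wells lacking A3G enzyme for full effect; some compounds called inactive have numbers as strong as hits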
Apaf1 inhib – human Apaf-1 inhibition. O14727. reconstituted apoptosome caspase-3 activity, DEVD-Rh110 fluorescence. inhibition, % at 20 µM. 330,000 compounds, 0.71% hits; active = inhibition of at least 40% at 20 µM;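 also: plate controls were DMSO wells for no effect and DEVD-CHO caspase inhibitor wells for full effect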
Target sequence (O14727 whole entry, looked up): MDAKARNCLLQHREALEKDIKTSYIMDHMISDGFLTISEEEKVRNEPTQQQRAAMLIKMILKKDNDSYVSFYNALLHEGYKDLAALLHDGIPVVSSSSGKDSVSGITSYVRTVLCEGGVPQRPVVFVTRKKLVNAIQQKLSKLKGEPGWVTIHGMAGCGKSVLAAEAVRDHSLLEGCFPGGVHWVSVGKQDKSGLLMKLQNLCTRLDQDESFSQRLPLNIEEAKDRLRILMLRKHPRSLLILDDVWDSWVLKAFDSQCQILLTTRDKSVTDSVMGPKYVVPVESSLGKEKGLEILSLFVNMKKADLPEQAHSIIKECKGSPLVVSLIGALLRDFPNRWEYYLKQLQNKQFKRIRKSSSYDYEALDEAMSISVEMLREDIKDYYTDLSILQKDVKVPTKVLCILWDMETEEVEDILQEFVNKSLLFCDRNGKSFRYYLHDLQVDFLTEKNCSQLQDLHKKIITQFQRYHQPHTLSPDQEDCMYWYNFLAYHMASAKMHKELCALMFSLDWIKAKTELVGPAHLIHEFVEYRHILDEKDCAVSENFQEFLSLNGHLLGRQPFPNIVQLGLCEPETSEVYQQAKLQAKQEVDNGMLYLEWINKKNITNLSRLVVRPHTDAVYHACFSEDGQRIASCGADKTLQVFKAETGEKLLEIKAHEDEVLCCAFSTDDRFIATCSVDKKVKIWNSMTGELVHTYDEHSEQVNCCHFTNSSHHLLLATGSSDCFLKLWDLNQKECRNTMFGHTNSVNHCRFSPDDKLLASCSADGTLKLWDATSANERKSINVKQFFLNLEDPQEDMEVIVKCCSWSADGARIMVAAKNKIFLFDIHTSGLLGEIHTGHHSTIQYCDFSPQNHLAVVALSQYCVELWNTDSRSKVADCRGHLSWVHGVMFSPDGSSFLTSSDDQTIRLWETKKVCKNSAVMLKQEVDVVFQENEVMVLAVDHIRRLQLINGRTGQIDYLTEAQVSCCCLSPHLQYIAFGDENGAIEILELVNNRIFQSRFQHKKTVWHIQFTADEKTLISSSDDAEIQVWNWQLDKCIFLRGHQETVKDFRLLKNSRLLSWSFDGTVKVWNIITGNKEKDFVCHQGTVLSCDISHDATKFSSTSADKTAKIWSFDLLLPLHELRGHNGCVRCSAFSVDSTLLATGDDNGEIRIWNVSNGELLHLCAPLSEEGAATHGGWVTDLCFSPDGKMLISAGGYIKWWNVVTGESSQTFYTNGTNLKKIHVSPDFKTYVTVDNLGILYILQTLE
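System – cell-free apoptosome with Apaf-1, procaspase-3 and caspase-9 · Buffer or medium – pH 7.5 Hepes buffer with CHAPS, BSA, DTT · Also added – cytochrome c with DEVD-Rh110 · Times – 30 min compound preincubation, 50 min activation, room temperature · Technique – Rh110 fluorescence intensity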
An asterisk follows results filed as active; i = inactive; . = no result given. Not a hit list; any-hit rate near 3.6%.

Start of the data: the first 16 entries as a preview:
SMILES	SENP7 block	SENP1 FRET inh	SENP6 block	SENP8 block-1	SENP8 block-2	UBC13 inh	A3G deaminase	Apaf1 inhib
COc1cccc(N2C(=O)c3cccnc3C2O)c1 (stereo unspecified)	-1	-2	7	-17	4	7	-11	-8
CC(C)Cc1nc(SCc2cccnc2)c2c(=O)n(C)c(=O)n(C)c2n1	3	1	-2	17	-7	-1	3	23
COc1ccccc1CNC(=O)Cn1cccc1C(=O)c1ccccc1	13	2	-3	11	-6	-7	-3	-3
Nc1nnnn1/N=C/c1cc(Cl)ccc1O	-3	-28	-12	-158	8	10	-8	3
O=C(O)c1cc(-c2ccncc2)nc2ccc(S(=O)(=O)N3CCOCC3)cc12	-12	0	-11	3	2	-12	-9	4
O=C(Nc1cccc2ccccc12)NC1Cc2ccccc2C1	-1	-1	-1	-94	0	4	-4	-20
O=C(Nc1ccc(N2CCN(C(=O)c3ccccc3F)CC2)cc1)c1cncc(Br)c1	-3	3	-2	13	0	-7	4	-65
Cc1csc2ncc(C(=O)Nc3ccc(C(F)(F)F)cc3)c(=O)n12	-7	-3	-31	-438	3	6	-4	3
CN(C(=O)c1ccc(NC(=O)Cc2cccc(NC(=O)C3CCCN(C(=O)C4CC4)C3)c2)cc1)C1CCCC1 (stereo unspecified)	4	3	14	22	10	-4	-2	0
CCCCNC(=O)N1CCOCCOCCN(C(=O)NCCCC)CCOCCOCC1	4	-2	-6	30	-2	-2	13	-2
CCOC(=O)C1=C(Nc2ccccc2)CC(C)(O)C(C(=O)OCC)C1c1ccccc1 (stereo unspecified)	0	1	-8	8	1	10	1	30
CCCNC(=O)C1CC(=O)N(c2ccc(OCC(=O)Nc3cc(C)cc(C)c3)cc2)C1 (stereo unspecified)	-17	2	-29	16	-10	-5	-10	7
COc1ccc(-n2c(Cc3cccn3C)nnc2SCC(=O)Nc2ccccc2OC)cc1	-21	0	-6	6	-4	22	-5	4
Cc1nc(SCC(=O)c2ccc(Cl)s2)c2oc3ccccc3c2n1	-15	-122	-15	6	-16	13	-3	22
COc1ccc(NC(=O)C2C(c3ccccc3)C2(Cl)Cl)c(OC)c1 (stereo unspecified)	-16	0	3	17	-5	-4	-3	14
CC(C)(C)C(=O)CC(=O)Nc1ccc(Cl)c(N)c1	-6	0	-14	2	2	7	-5	-13

Main list, from the first entry:
SMILES	SENP7 block	SENP1 FRET inh	SENP6 block	SENP8 block-1	SENP8 block-2	UBC13 inh	A3G deaminase	Apaf1 inhib
COc1cccc(N2C(=O)c3cccnc3C2O)c1 (stereo unspecified)	-1	-2	7	-17	4	7	-11	-8
CC(C)Cc1nc(SCc2cccnc2)c2c(=O)n(C)c(=O)n(C)c2n1	3	1	-2	17	-7	-1	3	23
COc1ccccc1CNC(=O)Cn1cccc1C(=O)c1ccccc1	13	2	-3	11	-6	-7	-3	-3
Nc1nnnn1/N=C/c1cc(Cl)ccc1O	-3	-28	-12	-158	8	10	-8	3
O=C(O)c1cc(-c2ccncc2)nc2ccc(S(=O)(=O)N3CCOCC3)cc12	-12	0	-11	3	2	-12	-9	4
O=C(Nc1cccc2ccccc12)NC1Cc2ccccc2C1	-1	-1	-1	-94	0	4	-4	-20
O=C(Nc1ccc(N2CCN(C(=O)c3ccccc3F)CC2)cc1)c1cncc(Br)c1	-3	3	-2	13	0	-7	4	-65
Cc1csc2ncc(C(=O)Nc3ccc(C(F)(F)F)cc3)c(=O)n12	-7	-3	-31	-438	3	6	-4	3
CN(C(=O)c1ccc(NC(=O)Cc2cccc(NC(=O)C3CCCN(C(=O)C4CC4)C3)c2)cc1)C1CCCC1 (stereo unspecified)	4	3	14	22	10	-4	-2	0
CCCCNC(=O)N1CCOCCOCCN(C(=O)NCCCC)CCOCCOCC1	4	-2	-6	30	-2	-2	13	-2
CCOC(=O)C1=C(Nc2ccccc2)CC(C)(O)C(C(=O)OCC)C1c1ccccc1 (stereo unspecified)	0	1	-8	8	1	10	1	30
CCCNC(=O)C1CC(=O)N(c2ccc(OCC(=O)Nc3cc(C)cc(C)c3)cc2)C1 (stereo unspecified)	-17	2	-29	16	-10	-5	-10	7
COc1ccc(-n2c(Cc3cccn3C)nnc2SCC(=O)Nc2ccccc2OC)cc1	-21	0	-6	6	-4	22	-5	4
Cc1nc(SCC(=O)c2ccc(Cl)s2)c2oc3ccccc3c2n1	-15	-122	-15	6	-16	13	-3	22
COc1ccc(NC(=O)C2C(c3ccccc3)C2(Cl)Cl)c(OC)c1 (stereo unspecified)	-16	0	3	17	-5	-4	-3	14
CC(C)(C)C(=O)CC(=O)Nc1ccc(Cl)c(N)c1	-6	0	-14	2	2	7	-5	-13
Cc1cc(OCC(=O)NC(C)(C)C)ccc1Cl	1	-1	-17	11	-2	8	-9	-4
COc1ccc(N(CC(=O)NCc2ccccc2)S(=O)(=O)c2c(C)noc2C)cc1	-6	0	-6	19	-19	-3	-6	2
COCc1cc(C)n(CC(=O)Nc2ccc3c(c2)OCO3)c(=O)c1C#N	1	1	6	9	-3	-3	-3	4
CN(CC(=O)Nc1cccc(F)c1)C(=O)Cn1cnc2c1c(=O)n(C)c(=O)n2C	-1	0	-3	-4	4	-2	1	-5
O=C(Cc1n[nH]c(=O)c2ccccc12)OCC(=O)c1ccc(OC(F)F)cc1OC(F)F	10	2	-25	13	-11	-8	-4	18
Cc1ccc(NC(=O)C2C3CCC(O3)C2C(=O)O)c(Br)c1 (stereo unspecified)	7	0	-15	16	-8	-8	-1	-3
COc1ccc(Br)cc1C(=O)N/N=C/c1cccnc1	-9	1	18	13	-1	2	-1	-10
Cc1cccc(C(=O)Nc2ccc3c(c2)C(=O)NC3=O)c1	9	1	8	-398	1	16	-6	1
COc1ccc(C(=O)NC(=S)NCc2cccnc2)cc1[N+](=O)[O-]	4	2	13	11	-4	10	3	2
Cc1ccc(NC(=O)CSc2nc3[nH]ncc3c(=O)[nH]2)c(C)c1	7	4	-3	5	3	2	-2	-3
Cc1ccc(C)c(NC(=O)c2nc(-c3ccccc3)n(-c3ccccc3)n2)c1	-5	2	-5	16	-11	-12	-1	16
O=[N+]([O-])c1cccc(C2NCC(c3ccccc3Cl)c3c2[nH]c2ccccc32)c1 (stereo unspecified)	-3	-2	3	-9	1	-2	-7	-4
CCn1c(SCC(=O)N2CCCC2)nnc1-c1ccc(S(=O)(=O)N2CCCCCC2)cc1	2	3	-16	19	-2	-4	0	3
COc1ccc(S(=O)(=O)NC2CC(C)(C)NC(C)(C)C2)c(C)c1C	1	.	-10	.	8	7	1	-8
Cc1cc(C)c(OCCNCc2ccccc2)c(C)c1	-6	0	10	16	-5	6	-9	0
C#CCOCCOCCOCCNc1nc(N2CCN(C(=O)[C@H](CCC(=O)O)n3cc(C(N)[C@H](C)CC)nn3)CC2)nc(N2CCN(C(=O)[C@H](Cc3ccc(O)cc3)n3cc(C(N)[C@H](C)CC)nn3)CC2)n1 (stereo partly specified)	24	-1	5	15	4	-6	-13	-1
Cn1c2ccc(CC(=O)O)cc2c2cc(CC(=O)O)ccc21	1	-26	0	-92	8	-8	-4	-21
CCOC(=O)c1cc(C)n(CCCN2CCOCC2)c1C	0	-44	-5	8	2	6	-2	-1
CSCCC(NC(=O)c1ccccc1Cl)C(=O)N1CCC1 (stereo unspecified)	-5	0	-3	3	-2	4	-5	2
Cc1ccc(Nc2nc(N)c([N+](=O)[O-])c(NCCO)n2)cc1	-6	1	-17	19	-12	-7	-4	13
COc1ccc(C(=O)Cc2nnc(C)s2)c(OC)c1	0	-3	2	9	-5	1	-6	6
Cc1cc(N2C(=O)c3ccc(C(=O)NCc4ccccc4)cc3C2=O)no1	-5	2	-8	5	1	16	-5	-15
CCC(=O)Nc1cccc(-c2cn3cccc(C)c3n2)c1	-5	-1	-3	-102	-11	-2	-1	-19
Cn1c(=O)c2cc(S(=O)(=O)NC(C(=O)Nc3cccnc3)c3ccccc3)ccc2n(C)c1=O (stereo unspecified)	-4	1	-11	14	9	4	-6	0
COc1ccccc1Nc1cc(C(=O)NCc2cccnc2)c2ccccc2n1	-4	-4	-4	-1	-3	-15	-1	13
O=C(c1cc(COc2ccc(F)c(F)c2)on1)N1CCN(C2CCCCC2)C(=O)C1	-19	11	-15	2	-11	-7	-8	19
CN(NC(=O)c1ccc(Cl)cc1)c1cccc(Cl)n1	-5	3	-4	19	-8	-9	-5	6
Cc1ccccc1NC(=O)CC(C)S(=O)(=O)c1ccc2c(c1)NC(=O)CO2 (stereo unspecified)	-14	2	3	7	-9	0	-5	-5
CCOC(=O)C(NC(=O)c1ccccc1)=C1CCCCC1	0	3	-8	6	5	5	-4	-20

An excerpt from above in order of their number in UBC13 inh, smallest number first:
canonical_smiles	UBC13 inh
CN(NC(=O)c1ccc(Cl)cc1)c1cccc(Cl)n1	-9
CN(CC(=O)Nc1cccc(F)c1)C(=O)Cn1cnc2c1c(=O)n(C)c(=O)n2C	-2
COc1ccc(C(=O)Cc2nnc(C)s2)c(OC)c1	1

The listing continues:
SMILES	SENP7 block	SENP1 FRET inh	SENP6 block	SENP8 block-1	SENP8 block-2	UBC13 inh	A3G deaminase	Apaf1 inhib
O=C(COc1ccc(Cl)cc1)NCCN1CCCC1	2	-1	-10	17	-5	0	-4	5
C[C@H](CO)N1C[C@H](C)[C@@H](CN(C)S(=O)(=O)c2ccc(F)cc2)Oc2ccc(NC(=O)Cc3ccccc3)cc2C1=O	4	0	2	15	-6	5	-2	19
Cc1ccc(Nc2nc(Cl)c(C=O)s2)cc1	53*	-32	1	-248	68*	-6	-5	-12
Cc1ccc(S(=O)(=O)C(CNC(=O)C(C)C)c2cccs2)cc1 (stereo unspecified)	-6	0	5	7	3	-1	-2	-5
CC(=O)C1=C(c2ccccc2)NC(=S)NC1c1cc(Cl)c(OC(C)C)c(Cl)c1 (stereo unspecified)	-8	-1	-29	15	-7	-17	2	31
O=C(CSC1CS(=O)(=O)c2cc([N+](=O)[O-])ccc21)NNC(=O)c1ccccc1 (stereo unspecified)	2	2	-1	15	0	3	0	-8
COc1cc2sc(-c3ccc(S(C)(=O)=O)cc3)c(C(=O)NCCCCO)c2cc1OC	3	-3	-7	i	0	46*	-10	-1
CCCN(C(=O)Cc1ccc(S(=O)(=O)N2CCOCC2)s1)c1c(N)n(Cc2ccccc2)c(=O)[nH]c1=O	-8	-25	-5	-98	12	-15	-7	-14
CCOC(=O)c1oc2ccccc2c1COC(=O)C(C)NC(=O)c1ccco1 (stereo unspecified)	-7	1	-8	15	-8	8	-5	20
CCc1ccc(NC(=O)C(=O)NCC(O)c2ccccc2)cc1 (stereo unspecified)	13	-1	-6	-4	-4	-3	-5	1
COc1ccccc1CNC(=O)COn1nnc2ccc(S(=O)(=O)N3CCOCC3)cc21	-6	1	-12	-1	-6	-5	-11	-8
O=C(CNCc1ccccc1)Nc1ccc(Cl)cc1	0	0	-14	12	-2	4	-3	7
CC1CCCCC1NC(=O)C1CCN(S(=O)(=O)c2cccc3nsnc23)CC1 (stereo unspecified)	9	2	0	9	3	4	-8	-8
c1ccc(CSc2nnc3ccc(-c4ccco4)nn23)nc1	3	2	-19	-22	4	5	1	0
CCOc1ccccc1NC(=O)CNC(=O)N1CC(=O)Nc2ccccc21	3	1	10	7	-3	2	-2	1
O=C(CN(Cc1ccccc1)C1=NCCS1)c1ccccc1	-3	3	12	11	10	7	-1	-3
Cc1ccc(-c2nc(C#N)c(N3CCC(C)CC3)o2)cc1	2	0	-4	-295	0	11	-5	16
CCCc1nc2c(nnn2Cc2ccccc2F)c(=O)[nH]1	4	-4	-7	6	-3	6	-6	-9

High-throughput results from PubChem BioAssay.
